Cdc42 wt GTP: modulators of GTP binding to wildtype Cdc42, primary screen, biochemical, multiplex bead flow cytometry, Bodipy-GTP; percent activity (GTP binding), % at 10 µM; AID 761, 2007; 190,000 compounds, 0.2% hits; Cell division control protein 42 homolog (Homo sapiens), P60953; GST-Cdc42 beads; actives lie on both sides;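 active = percent activity GTP binding at least 20 points away from the 100% baseline, either down as inhibitor or up as activator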;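 note: median bead fluorescence of bound Bodipy-FL-GTP at 100 nM; 0% = excess unlabeled GTP control and 100% = no compound control; below 100% means less GTP binding so inhibitor and above means activator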
Target sequence (P60953 whole entry, looked up): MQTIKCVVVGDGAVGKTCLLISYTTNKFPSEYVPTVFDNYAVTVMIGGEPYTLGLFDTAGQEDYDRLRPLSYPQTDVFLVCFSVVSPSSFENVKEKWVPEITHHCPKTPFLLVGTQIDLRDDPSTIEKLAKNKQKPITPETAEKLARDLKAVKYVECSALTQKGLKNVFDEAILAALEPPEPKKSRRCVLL
Bim-Bcl-2: inhibitors of Bim-Bcl-2 binding, primary screen, biochemical, multiplexed, human Bcl-2 family. Apoptosis regulator Bcl-2 (Homo sapiens), P10415. Bead-based flow cytometry, Bim peptide-Bcl-2 binding. inhibition, % at 10 µM. 190,000 compounds, 0.06% hits. AID 950, 2007; in the data active = inhibition above about 40%;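 note: 0% = no compound wells with probe peptide and 100% = reference peptide inhibitor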
Target sequence (P10415 whole entry, looked up): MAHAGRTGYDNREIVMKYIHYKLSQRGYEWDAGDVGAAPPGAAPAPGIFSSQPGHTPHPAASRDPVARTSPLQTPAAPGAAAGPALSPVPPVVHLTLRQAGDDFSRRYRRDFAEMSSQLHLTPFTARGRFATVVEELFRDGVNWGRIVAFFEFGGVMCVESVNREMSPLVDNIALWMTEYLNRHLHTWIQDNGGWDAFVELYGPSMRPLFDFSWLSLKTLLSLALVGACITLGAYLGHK
Bim-Bcl-B: inhibitors of Bim-Bcl-B binding, primary screen, biochemical, multiplexed, human Bcl-2 family; AID 951, 2007; Bcl-2-like protein 10 (Homo sapiens), Q9HD36; inhibition, % at 10 µM; bead-based flow cytometry, Bim peptide-Bcl-B binding; 190,000 compounds, 0.073% hits;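 note: 0% = tracer peptide without compound and 100% = reference inhibitor peptide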
Target sequence (Q9HD36 whole entry, looked up): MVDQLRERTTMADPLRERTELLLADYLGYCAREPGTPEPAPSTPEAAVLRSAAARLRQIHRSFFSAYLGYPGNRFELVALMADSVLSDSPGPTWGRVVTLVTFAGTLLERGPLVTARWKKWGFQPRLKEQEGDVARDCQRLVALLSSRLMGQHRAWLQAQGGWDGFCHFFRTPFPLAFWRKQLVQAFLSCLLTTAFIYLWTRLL
HRas wt GTP: modulators of GTP binding to HRas wildtype, primary screen, biochemical, bead-based flow cytometry, multiplex | AID 759, 2007 | GTPase HRas (Homo sapiens), P01112 | 190,000 compounds, 0.14% hits | GTP binding activity, % at 10 µM | GST-Ras wt beads, Bodipy-FL-GTP binding; actives lie on both sides;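 active = GTP binding activity at least 20% away from the 100% baseline, either lowered as inhibitor or raised as activator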;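 note: 0% = unlabeled GTP competition control and 100% = no-compound control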
Target sequence (P01112 whole entry, looked up): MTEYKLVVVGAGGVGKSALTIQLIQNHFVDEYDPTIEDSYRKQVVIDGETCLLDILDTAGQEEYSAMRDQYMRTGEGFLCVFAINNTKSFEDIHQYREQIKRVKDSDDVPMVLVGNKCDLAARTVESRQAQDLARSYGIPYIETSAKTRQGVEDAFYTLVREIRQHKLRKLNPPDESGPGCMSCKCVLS
Bcl-W Bim block: inhibitors of Bim binding to Bcl-W, primary screen, biochemical, multiplexed, bead-based flow cytometry; inhibition, % at 10 µM; 190,000 compounds, 0.02% hits; Bcl-2-like protein 2 (Homo sapiens), Q92843; Bim peptide-Bcl-W binding; AID 952, 2007;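 note: 0% = bound tracer without compound and 100% = peptide blocker; higher means less fluorescent Bim peptide bound to Bcl-W beads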
Target sequence (Q92843 whole entry, looked up): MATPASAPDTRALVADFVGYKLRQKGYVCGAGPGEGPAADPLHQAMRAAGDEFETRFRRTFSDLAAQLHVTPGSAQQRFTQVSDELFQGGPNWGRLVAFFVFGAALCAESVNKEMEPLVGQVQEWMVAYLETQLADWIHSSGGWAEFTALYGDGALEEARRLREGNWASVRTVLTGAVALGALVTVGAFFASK
Rab2A wt mod: modulators of GTP binding to Rab2A wildtype, primary screen, biochemical, dog, bead-based flow cytometry, multiplex; GST-Rab2 wt beads, Bodipy-GTP binding; GTP binding activity, % at 10 µM; 190,000 compounds, 0.19% hits; AID 760, 2007;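 active = GTP binding activity at least 20 points away from 100%, either lowered or raised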;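 note: 0% = beads with excess unlabeled GTP and 100% = no-compound control corrected for plate trend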
Rab7 wt GTP bind: modulators of GTP binding to Rab7, primary screen, biochemical, wildtype, multiplex bead flow cytometry. Rab7 GTPase wild type (dog), Bodipy-FL-GTP binding. GST-Rab7 beads, fluorescent GTP binding; actives lie on both sides; untreated = 100%, excess cold GTP = 0%. GTP binding activity (percent of control), % at 10 µM. 190,000 compounds, 0.055% hits;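 active = fluorescent GTP binding to Rab7 beads changed by at least 20 points from the 100% baseline, either direction, mostly lower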;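 note: median green fluorescence of bound Bodipy-FL-GTP per Rab7 bead population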
Bcl-XL Bim block: inhibitors of Bim-Bcl-XL binding, primary screen, biochemical, multiplexed, bead flow cytometry, human Bcl-XL. inhibition, % at 10 µM. Bcl-2-like protein 1 (Homo sapiens), Q07817. 190,000 compounds, 0.04% hits. Bim peptide-Bcl-XL binding, fluorescence
Rac1 wt modul: wildtype Rac1 GTP binding modulators, primary screen, biochemical, GST-Rac1 beads, flow cytometry, multiplex; Ras-related C3 botulinum toxin substrate 1 (Homo sapiens), P63000; AID 757, 2007; 190,000 compounds, 0.27% hits; fluorescent GTP binding; actives lie on both sides; 0 = cold GTP competed, 100 = untreated; GTP binding activity (% of control), % at 10 µM;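 active = GTP binding activity at least 20 points away from the 100% control level, either lower or higher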
Bim-Bfl-1: inhibitors of Bim binding to Bfl-1, primary screen, biochemical, multiplexed, bead-based flow cytometry. Bcl-2-related protein A1 (Homo sapiens), Q16548. Bim-Bfl-1 binding inhibition. inhibition, % at 10 µM. 190,000 compounds, 0.12% hits. AID 1008, 2008;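 note: 0% = wells without compound plus tracer and 100% = blocker peptide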
Rac1 act GTP bind: GTP binding modulators of activated mutant Rac1, primary screen, biochemical, bead-based flow cytometry, multiplex, fluorescent GTP | Ras-related C3 botulinum toxin substrate 1 (Homo sapiens), P63000 | GST-Rac1 activated beads; actives lie on both sides; 100% means binding = to untreated wells | percent activity (GTP binding), % at 10 µM | 190,000 compounds, 0.11% hits;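 active = GTP binding at least 20 percentage points away from the 100% baseline, in either direction, so actives lie on both sides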
Numbers without * were called inactive. Cut-off read from the data, not from the text of the source, unless noted: active = inhibition above about 40%.

SMILES	Cdc42 wt GTP	Bim-Bcl-2	Bim-Bcl-B	HRas wt GTP	Bcl-W Bim block	Rab2A wt mod	Rab7 wt GTP bind	Bcl-XL Bim block	Rac1 wt modul	Bim-Bfl-1	Rac1 act GTP bind
Cc1ccc(C)c(SCC(=O)Nc2cc(C)nn2-c2ccc(F)cc2)c1	104.0	6.0	1.0	100.0	3.0	100.0	99.0	1.0	104.0	2.0	99.0
Fc1ccc(-n2nnc(-c3cnc4ccccc4c3)n2)cc1	97.0	-5.0	-6.0	98.0	-2.0	96.0	103.0	-3.0	98.0	-2.0	97.0
CCCCOc1ccc(C(O)(CCC)CCN2CCOCC2)cc1 (stereo not given)	100.0	1.0	-4.0	99.0	0.0	98.0	96.0	-3.0	103.0	2.0	99.0
Cc1ccc2[nH]c3c(N4CCOCC4)ncnc3c2c1	100.0	0.0	0.0	100.0	0.0	99.0	96.0	-3.0	98.0	0.0	96.0
CC(=O)c1cc(F)c(N2CCOCC2)cc1C	101.0	1.0	0.0	98.0	0.0	101.0	95.0	-2.0	106.0	0.0	99.0
CC(O)C(C(=O)OCc1ccc([N+](=O)[O-])cc1)N1C(=O)c2ccccc2C1=O (stereo not given)	101.0	-3.0	-6.0	102.0	-4.0	102.0	103.0	-7.0	106.0	-1.0	98.0
CCC(C)NC(=O)Nc1ccc(F)c(Cl)c1 (stereo not given)	97.0	0.0	-4.0	102.0	0.0	98.0	104.0	0.0	103.0	-2.0	97.0
Cc1cccc2cc(CN(Cc3ccc4c(c3)OCO4)Cc3nnnn3C3CCCC3)c(=O)[nH]c12	94.0	0.0	0.0	97.0	0.0	98.0	96.0	-2.0	94.0	0.0	95.0
O=C(CSc1ccc(-c2ccccn2)nn1)NCc1ccccc1	98.0	3.0	0.0	96.0	3.0	96.0	95.0	0.0	98.0	-4.0	99.0
OC1CCCN(Cc2cn(Cc3ccccc3)nc2-c2cc3ccccc3o2)C1 (stereo not given)	97.0	-3.0	-3.0	100.0	0.0	99.0	100.0	-2.0	98.0	-4.0	97.0
Cc1nn(-c2ccccc2)c(Cl)c1C(=O)NCc1cccs1	98.0	0.0	3.0	95.0	0.0	99.0	100.0	2.0	101.0	-3.0	97.0
Cc1ccc(/C=N/n2c(-c3cccnc3)n[nH]c2=S)s1	94.0	-6.0	-23.0	96.0	-3.0	93.0	97.0	-6.0	96.0	3.0	94.0
O=[N+]([O-])c1cccc(/C=N/N2CCN(Cc3ccccc3)CC2)c1	99.0	0.0	-4.0	101.0	-4.0	105.0	105.0	-2.0	100.0	-5.0	96.0
CCN(CCCNC(=O)C1CCN(S(=O)(=O)CC)CC1)c1cccc(C)c1	103.0	-8.0	-4.0	103.0	-2.0	106.0	102.0	-4.0	104.0	-2.0	101.0
CCc1ccc(NC(=O)N(CCCOC(C)C)C2CCN(C(C)=O)CC2)cc1	104.0	-9.0	-6.0	102.0	-3.0	101.0	100.0	-5.0	107.0	-19.0	100.0
O=C(CSc1nccn1-c1ccccc1)c1ccc(Cl)cc1	99.0	0.0	-6.0	99.0	2.0	97.0	97.0	0.0	98.0	-2.0	97.0
N#CCCN/N=C(\Cc1nc2ccccc2[nH]1)c1ccccc1	104.0	-5.0	-7.0	100.0	0.0	101.0	101.0	0.0	106.0	1.0	101.0
Cc1cccc(NC(=O)C2C3C=CC(C4CC34)C2C(=O)O)c1 (stereo not given)	101.0	-3.0	-4.0	98.0	-3.0	99.0	97.0	-7.0	98.0	0.0	93.0
N#CC1=C(N)OC2=C(C(=O)CC(c3ccccc3)C2)C1c1cccnc1 (stereo not given)	102.0	1.0	-9.0	100.0	-2.0	98.0	100.0	-5.0	103.0	-1.0	97.0
CCn1c(C)[n+](CC)c2ccc(S(=O)(=O)NC)cc21	97.0	0.0	-4.0	98.0	0.0	99.0	101.0	0.0	99.0	-7.0	95.0
CCn1ccc(C(=O)NC2=NCCS2)n1	101.0	0.0	-2.0	98.0	-2.0	96.0	99.0	0.0	104.0	0.0	100.0
Cc1ccc(NCC(=O)c2ccccc2)cc1Cl	93.0	13.0	5.0	78.0*	0.0	88.0	82.0	13.0	91.0	9.0	92.0
CCC(Sc1ncccc1C(=O)O)C(=O)N1CCCC1 (stereo not given)	102.0	-5.0	-9.0	101.0	-2.0	101.0	99.0	-11.0	109.0	-24.0	101.0
Cn1c(NCC2CCCO2)nc2c1c(=O)n(Cc1ccccc1)c(=O)n2C (stereo not given)	102.0	-8.0	-6.0	101.0	-4.0	98.0	100.0	-6.0	102.0	-12.0	97.0
Cc1c(NC(=O)c2cc(-c3cccs3)nc3ccccc23)c(=O)n(-c2ccccc2)n1C	101.0	0.0	-6.0	97.0	-1.0	96.0	98.0	-4.0	100.0	0.0	96.0

Other compounds follow.
SMILES	Cdc42 wt GTP	Bim-Bcl-2	Bim-Bcl-B	HRas wt GTP	Bcl-W Bim block	Rab2A wt mod	Rab7 wt GTP bind	Bcl-XL Bim block	Rac1 wt modul	Bim-Bfl-1	Rac1 act GTP bind
O=C(Nc1ccccc1Cl)c1cc(S(=O)(=O)N2CCOCC2)cs1	105.0	-4.0	-7.0	101.0	3.0	100.0	100.0	0.0	108.0	-6.0	102.0
Cc1cccc(Oc2ccc(N)cc2)c1	105.0	0.0	-8.0	105.0	-4.0	104.0	96.0	-3.0	101.0	-2.0	101.0
CCC1CCCCN1C(=O)Cn1c(C(=O)OC)cc2sc(Cl)cc21 (stereo not given)	97.0	7.0	1.0	98.0	-1.0	97.0	95.0	0.0	94.0	0.0	94.0
COc1ccc(CC2(CO)CCN(S(=O)(=O)c3c(C)nn(C)c3Cl)CC2)cc1	98.0	-4.0	-1.0	96.0	2.0	96.0	96.0	-1.0	99.0	-5.0	95.0
O=C(Nc1cccc(NC(=O)c2ccco2)c1)c1ccc2c(c1)OCO2	98.0	-9.0	-10.0	100.0	-3.0	101.0	102.0	-7.0	102.0	-15.0	98.0
CCC(Sc1nncn1C)C(=O)Nc1ccccc1OC (stereo not given)	102.0	1.0	0.0	102.0	0.0	98.0	98.0	11.0	109.0	0.0	99.0
O=C(NCc1ccco1)c1ccc(Cn2c(=O)c3sccc3n(Cc3ccc(F)cc3)c2=O)cc1	99.0	-10.0	-10.0	97.0	0.0	97.0	99.0	-2.0	98.0	-11.0	94.0
O=C(O)CCSc1ccccn1	99.0	-5.0	-26.0	98.0	0.0	96.0	102.0	-2.0	104.0	1.0	98.0
O=C(O)CCC(=O)c1ccc2c(c1)OCCCO2	99.0	2.0	0.0	98.0	-5.0	96.0	92.0	-5.0	109.0	-11.0	99.0
Cc1cc(NCc2ccco2)n2c(nc3ccccc32)c1C#N	93.0	-1.0	-2.0	93.0	0.0	91.0	90.0	0.0	91.0	0.0	93.0
COc1ccccc1Nc1ncnc2ccc(C)cc12	96.0	-6.0	-7.0	89.0	-2.0	90.0	88.0	-3.0	93.0	-12.0	90.0
Cc1ccc(C(C)C)cc1OCC(=O)N/N=C/c1ccc2c(c1)OCCO2	91.0	-5.0	-7.0	94.0	-1.0	90.0	94.0	-3.0	96.0	0.0	91.0
COc1ccc(OC)c(-c2cnc(OC(C)(C)C)nc2OC(C)(C)C)c1	99.0	-1.0	-7.0	102.0	-2.0	99.0	104.0	-4.0	103.0	0.0	100.0
CCOCC(=O)OCC(=O)NC12CC3CC(CC(C3)C1)C2	96.0	-3.0	-3.0	97.0	-1.0	97.0	93.0	-4.0	98.0	-7.0	98.0
CC1(C)Nc2ccccc2C(=O)N1NC(=O)c1ccccc1	99.0	0.0	-1.0	100.0	0.0	100.0	98.0	-3.0	105.0	-2.0	98.0
Cc1cc(NC(=O)COc2ccc(Cl)cc2Cl)n(CCC#N)n1	102.0	-2.0	-2.0	102.0	-3.0	101.0	100.0	-2.0	101.0	-5.0	100.0
Cn1c(C(=O)N2CCCC(C(=O)O)C2)cc2sccc21 (stereo not given)	100.0	-11.0	-6.0	101.0	0.0	102.0	103.0	-1.0	104.0	-12.0	100.0
O=C(Oc1ccccc1C(=O)Nc1ccccc1)c1ccc(Br)c([N+](=O)[O-])c1	95.0	-5.0	-8.0	97.0	-9.0	97.0	95.0	-7.0	100.0	-5.0	97.0
CCn1c(COc2ccc(C)cc2)nnc1SCc1ccc(C#N)cc1	101.0	0.0	-1.0	100.0	1.0	99.0	101.0	0.0	104.0	-1.0	98.0
Cc1ccc(C(=O)CSc2nnc(-c3c[nH]c4ccccc34)o2)cc1	97.0	-6.0	-11.0	99.0	0.0	100.0	99.0	2.0	100.0	-10.0	93.0
NC(=O)c1cnn2c(C(F)(F)F)cc(-c3ccc(F)cc3)nc12	95.0	0.0	5.0	93.0	1.0	93.0	98.0	11.0	98.0	1.0	95.0
Cc1c(NC(=O)CSc2nnc(C(C)Oc3ccc(Cl)cc3)n2-c2ccccc2)c(=O)n(-c2ccccc2)n1C (stereo not given)	100.0	0.0	-2.0	101.0	0.0	99.0	102.0	-1.0	106.0	-2.0	97.0
Cc1oc(-c2ccccc2Cl)nc1CN1CCCCC1CO (stereo not given)	97.0	-1.0	-3.0	95.0	-2.0	96.0	90.0	-5.0	98.0	-7.0	97.0
CCc1nc2sc(C#N)c(N)c2c2c1CCCC2	94.0	4.0	-4.0	96.0	-3.0	95.0	93.0	-5.0	97.0	-2.0	92.0
CCOc1cc(N2CCOCC2)c(OCC)cc1NC(=O)CN1C(=O)NC2(CCc3ccccc32)C1=O (stereo not given)	106.0	-1.0	0.0	104.0	0.0	103.0	103.0	0.0	105.0	1.0	99.0
COc1ccc(-c2nc(-c3ccc(NC(=O)c4ccncc4)cc3)no2)cc1OC	105.0	-4.0	-5.0	102.0	1.0	100.0	102.0	-4.0	108.0	-10.0	104.0

3 structures from above, ordered by SMILES length, highest first.
SMILES	Cdc42 wt GTP	Bim-Bcl-2	Bim-Bcl-B	HRas wt GTP	Bcl-W Bim block	Rab2A wt mod	Rab7 wt GTP bind	Bcl-XL Bim block	Rac1 wt modul	Bim-Bfl-1	Rac1 act GTP bind
O=C(NCc1ccco1)c1ccc(Cn2c(=O)c3sccc3n(Cc3ccc(F)cc3)c2=O)cc1	99.0	-10.0	-10.0	97.0	0.0	97.0	99.0	-2.0	98.0	-11.0	94.0
CCn1c(COc2ccc(C)cc2)nnc1SCc1ccc(C#N)cc1	101.0	0.0	-1.0	100.0	1.0	99.0	101.0	0.0	104.0	-1.0	98.0
O=C(O)CCSc1ccccn1	99.0	-5.0	-26.0	98.0	0.0	96.0	102.0	-2.0	104.0	1.0	98.0
